Compound activity deposited in PubChem by several laboratories.
NPY-Y1 antag: NPY-Y1 receptor antagonists, primary screen, cell-based; Neuropeptide Y receptor type 1 (Homo sapiens), P25929; HEK293-CNG Y1 cells, membrane potential fluorescence; NPY at EC95, then isoproterenol; inhibition, % at 3.6 µM; 200,000 tested, 1% active;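 active = inhibition above the campaign mean inhibition of all tested compounds plus 3 SD, cut at about 20% in these data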;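 also: 0% = DMSO wells given NPY plus isoproterenol and 100% = isoproterenol alone without NPY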
Target sequence (P25929 whole entry, looked up): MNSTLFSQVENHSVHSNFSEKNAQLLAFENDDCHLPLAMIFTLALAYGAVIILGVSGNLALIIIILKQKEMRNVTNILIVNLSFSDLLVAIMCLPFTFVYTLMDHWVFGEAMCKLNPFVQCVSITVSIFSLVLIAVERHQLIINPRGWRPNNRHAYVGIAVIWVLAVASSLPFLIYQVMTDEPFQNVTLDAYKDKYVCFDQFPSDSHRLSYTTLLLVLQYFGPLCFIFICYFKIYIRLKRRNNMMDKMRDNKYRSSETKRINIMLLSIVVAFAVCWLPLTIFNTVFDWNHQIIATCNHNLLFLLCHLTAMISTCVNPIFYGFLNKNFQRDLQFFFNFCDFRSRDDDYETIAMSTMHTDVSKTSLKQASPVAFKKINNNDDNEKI
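Material: HEK293 Y1/CNG channel cell line | Also added: NPY (25 nM), isoproterenol (1 µM), Ro 20-1724 (25 µM) | Compound: One concentration, 3.6 µM, in 0.4% DMSO | Schedule: 3 h dye uptake, 1 h room-temperature compound, 45 min post-isoproterenol | Signal: Membrane-potential fluorescent dye readout | Read-out: % inhibition of NPY effect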
14-3-3 Bad inh: inhibitors of 14-3-3 zeta/Bad binding, primary screen, biochemical, TR-FRET, bovine 14-3-3 zeta | 220,000 tested, 0.71% active | TR-FRET 14-3-3zeta/Dy647-pBad peptide displacement, 1 h | 14-3-3 protein zeta/delta (Bos taurus), P63103 | inhibition, % at 21.7 µM;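 active = inhibition above about 70%, limit read from the data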;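 also: 0% = full 14-3-3 plus peptide FRET controls and 100% = background without 14-3-3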
TRPML3 ag: human TRPML3 channel agonists, primary screen, cell-based, HEK293 TRPML3-YFP, Fluo-8 calcium fluorescence, 3 µM. AID 1448, 2008. 220,000 tested, 0.29% active. activation, % at 3 µM. 100% = the carbachol control signal. Mucolipin-3 (Homo sapiens), Q8TDD5;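 active = activation above its plate's cutoff, the mean activation of the plate's test wells plus 3 SD, cut at about 12% in these data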;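 also: 0% = DMSO only wells and 100% = carbachol wells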
Target sequence (Q8TDD5 whole entry, looked up): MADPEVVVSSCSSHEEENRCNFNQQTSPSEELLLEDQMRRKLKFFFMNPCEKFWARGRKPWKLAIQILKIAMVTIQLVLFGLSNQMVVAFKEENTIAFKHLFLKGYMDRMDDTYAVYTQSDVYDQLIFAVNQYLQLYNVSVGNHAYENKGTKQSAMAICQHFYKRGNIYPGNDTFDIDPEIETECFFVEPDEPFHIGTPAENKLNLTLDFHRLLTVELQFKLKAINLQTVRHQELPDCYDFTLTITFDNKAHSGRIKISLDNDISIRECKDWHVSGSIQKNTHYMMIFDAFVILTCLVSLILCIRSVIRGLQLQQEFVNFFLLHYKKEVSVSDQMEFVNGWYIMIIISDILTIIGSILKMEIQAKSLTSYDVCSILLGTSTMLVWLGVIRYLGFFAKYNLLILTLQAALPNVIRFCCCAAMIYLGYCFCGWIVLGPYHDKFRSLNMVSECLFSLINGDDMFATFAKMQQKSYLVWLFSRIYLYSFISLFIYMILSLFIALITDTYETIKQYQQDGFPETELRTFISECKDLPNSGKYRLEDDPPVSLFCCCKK
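Test system – HEK293 line with stable expression of human TRPML3-YFP channel · Control set – carbachol 87 µM final as high control (100%), DMSO as low control (0%) · Signal – Fluo-8 calcium dye fluorescence, ex 470-495, em 515-575 nm · Incubation – 1-h 37 °C dye load, 5-s basal, 120-s post-compound reads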
zfTRPN1 agonist: zebrafish TRPN1 channel agonists, primary screen, cell-based, HEK293, calcium fluorescence; AID 1424, 2008; 220,000 tested, 0.18% active; HEK293 zebrafish TRPN1-YFP, Fluo-8 calcium fluorescence; 100% = response to 87 µM carbachol; activation, % at 3 µM;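 active = activation above its plate's cutoff, the mean activation of test wells on that plate plus 3 SD, cut at about 19% in these data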;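 also: 0% = DMSO alone and 100% = 87 µM carbachol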
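Control set: carbachol 87 µM as high control, DMSO as low control; system: HEK293 stable line with zebrafish TRPN1-YFP; read-out: % activation versus carbachol response; detection: intracellular calcium fluorescence with Fluo-8; doses: single test compound dose, 3 µM nominal, 0.3% DMSO; schedule: dye 1 h 37 °C plus 30 min RT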
CHOP inh: inhibitors of CHOP promoter induction, primary screen, cell-based, unfolded protein response, luciferase reporter | 220,000 tested, 3.8% active | inhibition, % at 10 µM | AID 2732, 2010 | CHO-K1 CHOP-promoter luciferase, tunicamycin-induced, 15-18 h;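 active = compounds that reduced the stress-induced luciferase reporter signal by more than about 70% of percent inhibition, limit read from the data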;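 also: 0% = tunicamycin plus vehicle and 100% = wells without tunicamycin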
EP2 antag: human EP2 receptor antagonists, primary screen, TR-FRET cAMP, C6 glioma cells. C6 glioma cells expressing human EP2; cells stimulated with saturating PGE2. inhibition, % at 25 µM. 260,000 tested, 0.52% active. AID 1422, 2008;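 active = percent inhibition above 40 after rounding to a whole number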;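 also: rat C6 glioma host cells with rolipram phosphodiesterase inhibitor present; the protocol text gives 20 µM as final concentration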
NPY-Y1 PAM-ag: NPY-Y1 receptor potentiators or agonists, primary screen, cell-based. NPY-Y1 expressing cells, potentiator/agonist activation. activation, % at 3.6 µM. 220,000 tested, 0.37% active. Neuropeptide Y receptor type 1 (Homo sapiens), P25929; in the data active = activation above about 33%, passing the limit was not always enough;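 also: cells stimulated with NPY at EC10 then isoproterenol at EC100; 0% = low agonist plus stimulus and 100% = saturating agonist plus stimulus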
EP2 modulator: EP2 receptor modulators, cAMP readout, primary screen, cell-based, HTRF cAMP, PGE2 stimulation | EP2-expressing cells, cAMP HTRF FRET, PGE2 co-stimulation | induction, % at 25 µM | 260,000 tested, 0.83% active | AID 940, 2007;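 active = compounds whose cAMP rise, as percent of the full-agonist control response, exceeds 60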;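 also: rat C6 glioma line stably carrying human EP2 under a CMV promoter; the protocol text gives 20 µM as final concentration; 100% = response of wells given 1 µM PGE2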
PPC-1+TRAIL kill: compounds killing PPC-1 cancer cells with TRAIL present, primary screen, TRAIL potentiator project, ATPLite luminescence, uHTS | cell killing (% activity), % at 4 µM | PPC-1 cells + TRAIL, ATPLite viability luminescence | AID 1443, 2008 | 220,000 tested, 0.41% active;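 active = cell killing above 50% in the first pass at 4 µM, then a duplicate retest at 5 µM averaging 50% or more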;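 also: plate controls were cells with TRAIL plus DMSO for no effect and medium-only wells lacking cells for full effect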
Starred values were filed as active, the others as inactive; x = no result given; & = joins results of further samples; [ ] = dose if it differs, or a comment. This is a subset; the hit share may differ from the screen's.

SMILES	NPY-Y1 antag	14-3-3 Bad inh	TRPML3 ag	zfTRPN1 agonist	CHOP inh	EP2 antag	NPY-Y1 PAM-ag	EP2 modulator	PPC-1+TRAIL kill
COC(=O)c1sc(-c2ccccc2)cc1NC(=O)C1CC1	3	0	0.8	0.4	4	23	-16	51	12
Cc1c(C(=O)N2CCOCC2)sc(NC(=O)c2ccc3c(c2)OCO3)c1C#N	0	20	0.0	2.0	-4	13&6	-14	3&-17	16
CCOc1ccc(NC(=O)CSc2nnc(-c3ccccn3)n2N)cc1	-1	6	-0.2	0.0	-20	6	16	33	-1
COc1ccc(CC(=O)NCc2nnc(SCC(=O)c3ccc(OC)cc3)n2C)cc1	3	16	1.1	-0.1	14	7	8	19	-3
CCn1c(SCc2cccnc2)nnc1-c1c[nH]c2ccccc12	-6	5	0.3	2.0	4	7	19	4	15
O=C(c1ccc(Br)cc1)C1CCc2occc2C1=O (configuration not stated)	-3	-5	0.1	-1.2	3	6	-15	2	13
CCOC(=O)N1CCC(N2CCN(S(=O)(=O)CC)CC2)CC1	-2	72*	0.5	0.1	-15	7	11	6	-9
O=C(Nc1ccccc1C(=O)N1CCCCC1)C1CCCCC1	3	5	0.7	1.3	14	9	9	20	-1
Cn1nc(-c2ccccc2)c(/C=N/O)c1Cl	-1	-6	-0.3	-2.2	15	7	14	-13	20
Cc1cccc(Cn2cnc3c(nnn3Cc3ccccc3F)c2=O)c1	15	10	-0.9	0.9	4	8	-23	15	2
O=C(NCC(c1cccs1)N1CCOCC1)c1ccccc1NS(=O)(=O)c1ccc(Br)cc1 (configuration not stated)	8	18[fluorescence artefact?]	-0.3	2.3	-6	13	17	-21	4
Cc1cc(Cl)nc(-c2ccccc2)n1	11	-6	0.2	-0.8	2	3	-2	-11	1
O=C(NC1=NCCS1)c1ccc(Cl)c(S(=O)(=O)N2CCCCC2)c1	-2	-9	1.2	2.4	9	8	-7	-24	-16
O=C(Cc1ccc(NS(=O)(=O)c2ccc(F)cc2)cc1)NCc1ccccc1	3	-2	0.2	-0.8	23	5	-4	-4	16
O=S(=O)(Nc1ncn[nH]1)c1ccc(Cl)cc1	-3	7	0.2	-0.5	40	x	1	25	31
COc1ccc2c(c1)C(c1cccs1)=NNC(c1cccnc1)=N2	6	-1	0.2	1.6	12	5&7	7	-22&-20	x
COc1cc2c(cc1[N+](=O)[O-])n(C(C)C)c(=O)n2C(C)C	-1	9	0.0	0.5	-7	5	-13	-8	23
CCCC(=O)Nc1sc(Cc2ccccc2)c(C)c1C(N)=O	7	-4	-0.3	0.1	26	6	-3	-4	23
O=C(NC(=S)Nc1nc2c(s1)CCCC2)c1ccccc1	7	10	1.1	0.8	-64	6	-12	-67	23
CCC(SC1=Nc2ccccc2C2=NC(CC(C)C)C(=O)N12)C(=O)Nc1ccc2c(c1)OCO2 (configuration not stated)	11	2[fluorescence artefact?]	-0.7	-0.3	42	9	-16	3	18
CCOP(=O)(OCC)C(Nc1ccc(OC)cc1)c1ccco1 (configuration not stated)	-1	-5	0.5	0.1	-19	4	6	11	x
CC1=C(C(=O)Nc2ccc(C)cn2)C(c2cnn(C)c2)C2=C(CCCC2=O)N1 (configuration not stated)	4	4	1.0	0.9	-10	6	25	22	0
O=c1[nH]c2ccc(S(=O)(=O)N3CCCCC3)cc2o1	2	-4	0.1	0.1	9	13&7	-11	-32&13	7
Cc1ccc(S(=O)(=O)/C=C/c2ccccc2)cc1	4	-4	-0.5	-2.7	33	20	-5	6	21
CCn1c(SCC(=O)Nc2cc(C)on2)nnc1-c1ccc(S(=O)(=O)N2CCCC2)cc1	2	-1	-0.4	0.9	11	6	29	11	10
CCOC(=O)N/N=C/c1ccccc1OCc1ccc(Cl)cc1	3	1	-1.5	-2.1	-11	10	-15	8	20
COc1ccc(NC(=O)C2CC(=O)OC23CCOC(C)(C)C3)cc1 (configuration not stated)	11	7	-0.3	3.2	6	18	16	23	11
Cc1ccc(S(=O)(=O)N[C@H](C(=O)N2CCC(C(=O)NCC(=O)O)CC2)C(C)C)cc1	-3	3	0.3	-0.3	-15	1	-13	3	25
O=C(c1ccco1)N1CCN(Cc2cccnc2)CC1	5	39[fluorescence artefact?]	1.4	-0.8	3	9	5	13	9
CCOCCCNC(=S)N1CCC(NC(=O)C2CCCCC2)CC1	-3	-13	0.9	-0.2	14	4	1	6	-2

Just NPY-Y1 PAM-ag, TRPML3 ag and 14-3-3 Bad inh, for three of the compounds above:
molecule,NPY-Y1 PAM-ag,TRPML3 ag,14-3-3 Bad inh
CCOC(=O)N/N=C/c1ccccc1OCc1ccc(Cl)cc1,-15,-1.5,1
COc1ccc(NC(=O)C2CC(=O)OC23CCOC(C)(C)C3)cc1 (configuration not stated),16,-0.3,7
Cc1ccc(S(=O)(=O)N[C@H](C(=O)N2CCC(C(=O)NCC(=O)O)CC2)C(C)C)cc1,-13,0.3,3

Next part.
SMILES	NPY-Y1 antag	14-3-3 Bad inh	TRPML3 ag	zfTRPN1 agonist	CHOP inh	EP2 antag	NPY-Y1 PAM-ag	EP2 modulator	PPC-1+TRAIL kill
CCOC(=O)N1CCN(C(=O)COc2cc(=O)n(CC)c3ccccc23)CC1	6	-1	0.5	1.1	-17	4	-19	-3	-6
O=S(=O)(c1ccccc1)N1CCN(C2CCCCCCC2)CC1	7	0	1.0	1.1	37	13	2	-1	0
CC(C)(C)OC(=O)NCc1ccc(NC(=O)c2nc[nH]c2C(=O)N[C@@H](Cc2ccccc2)C(=O)OC(C)(C)C)cc1	x	-6	x	x	9	15	x	1	8
Cc1ccnc(N2C(=O)c3cccc4c([N+](=O)[O-])ccc(c34)C2=O)c1	1	19	-1.3	-2.2	106*	15	7	2	2
O=C1c2ccccc2C(=O)N1CCN1CCOCC1	-1	0	0.2	1.4	14	4	-11	-3	4
COc1ccccc1C1NC(=O)NC(C)=C1C(C)=O (configuration not stated)	-4	-13	-0.2	0.4	23	6	12	14	x
COC(=O)CSc1nc(NC(C)C)nc(N(C)C)n1	-1	-10	0.5	-0.1	9	12&10	-2	7&4	1
CC(=O)NC1=NN(C(C)=O)C(C)(CCS(=O)(=O)c2ccc(Cl)c(Cl)c2)S1 (configuration not stated)	4	-1	1.0	-0.1	5	7	-2	1	-3
CCCCNC(=O)N1CCN(C/C=C/c2ccccc2)CC1	-3	-9	1.0	1.1	18	6	-13	-5	22
Cc1ccc(NC(=O)C2CCN(S(=O)(=O)c3ccc(F)cc3)CC2)cc1	-2	-4[fluorescence artefact?]	0.7	0.1	50	5	113*	8	6
CC(C)Oc1ccc(C(=O)OC(C)C(=O)Nc2nc(-c3cccc([N+](=O)[O-])c3)cs2)cc1 (configuration not stated)	3	0	0.5	0.8	47	12	8	-17	14
COc1ccc(-c2cc(C#N)nc(NN)n2)cc1	x	-10	-0.4	-1.4	1	3	-8	-31	-13
Cc1cc(C)c2nc(-c3ccccn3)cc(C(=O)Nn3cnnc3)c2c1	-3	-11	0.9	0.4	15	10	10	13	0
N=c1n(CCCOc2ccccc2Cl)c2ccccc2n1CC(N)=O	x	4	0.5	1.5	-9	5	10	-37	2
CN1CCN(c2nc3c(c(=O)[nH]c(=O)n3C)n2CCCSc2ncccn2)CC1	-5	7	-0.4	-0.7	21	3	11	22	12
CCOC(=O)C(=O)NC(C)c1ccccc1 (configuration not stated)	7	-11	0.5	-0.4	-7	3	-23	24	18
O=[N+]([O-])c1ccc(CN2CCN(Cc3c[nH]c4ccccc34)CC2)cc1	-2	24	1.4	1.9	1	7	8	-52	21
COc1ccc(C2c3[nH]c4ccccc4c3CCN2C(=O)c2ccc(=O)n(C)n2)c(F)c1 (configuration not stated)	1	3	0.3	2.8	-2	5	2	-28	13
O=C(CCCSc1nc2ccccc2[nH]1)Nc1nnc(C2CC2)s1	-1	-7	-0.5	0.2	10	6	4	-22	21
Cc1cc(C(C)(C)C)oc1C(=O)N1CCN(C(=O)c2oc(C(C)(C)C)cc2C)CC1	-1	-8	0.9	-0.4	105*	5	-22	35	-13
Cc1cc(Nc2ccccc2N2CCOCC2)n2ncnc2n1	0	-5	-0.7	0.1	27	10	17	27	17
Cc1ccc2c(CC(=O)OC(C)C(=O)NCc3ccc4c(c3)OCO4)coc2c1 (configuration not stated)	0	-3	-0.5	0.1	-10	11	-17	-26	0
CN(C)CCSc1nc(N)c2c3c(sc2n1)COC(C)(C)C3	2	4	0.8	-0.5	18	10	-10	23	17
CC(C)C(c1nnnn1Cc1ccccc1)N1CCC(C(N)=O)CC1 (configuration not stated)	0	-5	-0.1	1.0	76*	11&9	7	9&-40	-1
COC(=O)/C=C1\NCCNC1=O	x	-8	-0.2	0.4	-6	2	0	-25	-3
CCCCOC(=O)Nc1nnc(Cc2ccc(Cl)cc2)s1	10	-14	0.7	0.0	1	2	-15	27	7
CC(OC(=O)c1cccs1)C(=O)NCc1cccs1 (configuration not stated)	-2	-12[fluorescence artefact?]	-0.8	0.0	14	4&7	-8	9&-27	10
COc1ccccc1CNC(=O)CSc1nc2nc(C)cc(C)n2n1	-4	2	0.7	-0.5	-15	1	4	-9	3
CCn1nnnc1SCCSc1nnnn1CC	-2	-12	1.5	-0.7	-7	14	1	18	18
Cc1nn(Cc2ccccc2)c(C)c1NC(=O)Cn1nc([N+](=O)[O-])c(Cl)c1C	5	1[fluorescence artefact?]	0.5	-0.2	6	12	-8	-4	-11
CCc1nc2cc(Cl)c(Cl)cc2nc1CC	x	-10	-0.1	1.4	7	11	-17	19	23
Cc1oc2c(C)c(O)ccc2c(=O)c1-c1ccc2ccccc2n1	3	-11[fluorescence artefact?]	0.0	0.6	-9	5	-6	8	18
Cc1ccc(F)c([C@H]2[C@@H]3C=CCC[C@@]3(C)C(=O)N2Cc2ccccc2)c1	x	-4	x	x	17	0	x	3	-5
N#Cc1c(NC(=O)c2ccccc2)sc2c1CCC2	-6	-20[fluorescence artefact?]	0.4	0.6	24	16	-7	-8	17
CCC(C)[C@H](N)c1nnc(SCc2cccc(F)c2)o1 (some centres not stated)	1	39	0.6	1.4	-9	7	1	6	0
